Source: PubChem
West Nile antiviral: West Nile virus antiviral activity, cell-based, CPE readout (AID 1621); West Nile virus-infected cells, CPE inhibition; higher % means a stronger effect; one-dose CPE inhibition, % at 10 µM; IC50 in µM for titrated hits; 0.02% of 290,000 active; in the data active = a potency from the dose series; inconclusive = CPE inhibition mostly from about 3.7% at the one dose, without a potency; inactive = the rest, 99 in 100 with CPE inhibition below about 2.2%; also: strong numbers were not always called active
GPR55 activation: selective activators of receptor GPR55 – imaging, U2OS cells, beta-arrestin-GFP redistribution, primary screen (AID 1961). U2OS GPR55 beta-arrestin-GFP redistribution imaging; higher % means a stronger effect. activation, % at 10 µM, or EC50 in µM where a hit was titrated. 0.048% of 290,000 active;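 active = activation above 40% with more than 50 cells counted in the well; inconclusive = wells holding fewer than 50 cells, flagged as toxic or sparse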;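 also: U2OS osteosarcoma cells stably expressing GPR55 and beta-arrestin-GFP; plate controls were DMSO negative control for no effect and LPI positive control for full effect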
KOR beta-arrestin-1: KOR antagonists, beta-arrestin recruitment, cell-based, luminescence, uHTS (AID 1778); one-dose inhibition, % at 10 µM; IC50 in µM for titrated hits; KOR beta-arrestin recruitment, luminescence, antagonist mode; higher % means a stronger effect; 0.091% of 290,000 active; in the data active = inhibition above about 50%; also: strong numbers were not always called active
GPR35 arrestin U2OS: inhibition of zaprinast-stimulated GPR35 beta-arrestin translocation – imaging, U2OS, beta-arrestin-GFP, zaprinast agonist, primary screen (AID 2058); U2OS GPR35 beta-arrestin-GFP translocation imaging, zaprinast antagonism; higher % means a stronger effect; one-dose inhibition, % at 10 µM; IC50 in µM for titrated hits; 0.052% of 290,000 active;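 active = inhibition of at least 50% with at least 30 cells and total cytoplasm GFP at most 10,000,000; inconclusive = under 30 cells or total GFP of 10,000,000 plus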
T cell HTS: T cell immune modulation candidate. 2C CD8+ T cell-vesicle binding, flow cytometry; stronger effect = lower value. calls only at 7 µM. 0.068% of 330,000 active;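 active = response, share of CD8 T cells binding vesicles, and their 90th percentile fluorescence all below set limits, cut at about 80% in these data, passing the limit was not always enough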
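Material: 2C TCR transgenic mouse naive CD8+ T cells, MACS-purified. Also added: QL9-charged Drosophila Ld/ICAM-1/B7-1 vesicles. Timing: binding 1.5 h at 37 °C. Measured by: high-throughput flow cytometry with anti-B7-1 and anti-CD8 staining. Read-out: percent CD8+ FL2 mean versus row control. Controls: Unloaded micro-vesicles (low), QL9 vesicles with 0.7% DMSO (high).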
KOR beta-arrestin-2: KOR agonists, beta-arrestin recruitment, primary screen, cell-based, luminescence, uHTS (AID 1777); KOR beta-arrestin recruitment, luminescence; higher % means a stronger effect; activation, % at 10 µM; hits with a dose series show EC50 in µM; 0.02% of 280,000 active; in the data active = activation above about 50%, passing the limit was not always enough; also: a part of the inactive calls stands beside numbers as strong as those of hits
NTR1 agonist: NTR1-driven beta-arrestin-GFP spot formation – imaging, U2OS cells, high content, primary screen (AID 493036); P30989; agonist mode; activation, % at 20 µM; 0.17% of 330,000 active;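 active = activation at or above 40% of the spot to cytoplasm intensity ratio, with at least 20 cells analyzed; inconclusive = wells under 20 cells, flagged as cytotoxic or low count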;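 also: 0% = DMSO without peptide and 100% = 100 nM NTR1 peptide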
Target sequence (P30989 whole entry, looked up): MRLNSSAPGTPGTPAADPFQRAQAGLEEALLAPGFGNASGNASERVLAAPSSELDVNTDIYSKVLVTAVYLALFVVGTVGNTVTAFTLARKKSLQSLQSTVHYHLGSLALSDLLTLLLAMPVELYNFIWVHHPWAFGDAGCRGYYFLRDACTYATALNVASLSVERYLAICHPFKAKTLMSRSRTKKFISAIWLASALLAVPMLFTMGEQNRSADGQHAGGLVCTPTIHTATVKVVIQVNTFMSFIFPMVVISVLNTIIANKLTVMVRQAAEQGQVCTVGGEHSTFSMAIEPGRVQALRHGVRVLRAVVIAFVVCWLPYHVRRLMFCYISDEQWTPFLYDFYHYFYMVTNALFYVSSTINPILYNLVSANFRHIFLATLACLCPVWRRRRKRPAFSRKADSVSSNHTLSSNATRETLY
Salmonella PhoP GFP: PhoP-dependent GFP reporter repression – Salmonella Typhimurium, primary screen (AID 1863). S. Typhimurium PhoP-regulated promoter GFP reporter, 4 h; higher % means a stronger effect. inhibition, % at 50 µM; hits with a dose series show IC50 in µM. 0.16% of 300,000 active;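 active = inhibition over 29.93%, a cutoff 3 SD above the screen mean, later confirmed by dose response; inconclusive = inhibition over 29.93% but no dose response follow-up; inactive = inhibition at most 29.93% or unconfirmed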;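 also: 0% = low Mg2+ inducing control and 100% = high Mg2+ repressing control; strong numbers were not always called active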
GPR55 LPI antagonism: inhibition of LPI-stimulated GPR55 beta-arrestin translocation – imaging, U2OS, beta-arrestin-GFP, LPI agonist, primary screen (AID 2013) | 0.13% of 290,000 active | inhibition, % at 10 µM; hits with a dose series show IC50 in µM | U2OS GPR55 beta-arrestin-GFP translocation imaging, LPI antagonism; higher % means a stronger effect;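 active = spots per cell inhibited over 60%, with over 100 cells counted and total cytoplasm intensity under 500,000; inconclusive = wells with under 100 cells, flagged as likely toxic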;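 also: U2OS cells stably carrying GPR55 and arrestin-GFP stimulated by 5 µM LPI near EC80; imaged beta-arrestin-GFP aggregate spots per cell after agonist stimulation; plate controls were LPI-stimulated DMSO wells for no effect and DMSO wells without LPI for full effect; some results filed as inactive read as strong as hits; confirmed hits need IC50 under 10 µM and bright autofluorescent wells are also inconclusive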
T cell HTS vesicle-bound %: also measured in T cell HTS; calls as there; double positive events, %; measured here: CD8+ vesicle-bound cell fraction;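 binding gate set so that unloaded-vesicle control wells show 10% double positive cells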
NTR1 agonist cell count 20 µM: also measured in NTR1 agonist; calls as there; cell count; measured here: cell count, cytotoxicity flag
* marks the source's active call; other numbers are inactive results; i = inactive; ? = inconclusive; nt = no result given; [ ] = another dose, or the depositor's remark.

canonical_smiles,GPR55 LPI antagonism,Salmonella PhoP GFP,T cell HTS,NTR1 agonist cell count 20 µM,KOR beta-arrestin-2,West Nile antiviral,GPR35 arrestin U2OS,KOR beta-arrestin-1,T cell HTS vesicle-bound %,NTR1 agonist,GPR55 activation
CCc1ccc(NC(=O)CSc2nc3ccccc3c(=O)n2CCCN2CCC(C)CC2)cc1,12%,-7%,i,59,13%,1.5%,-8%,-15%,26,19,0.5%
CCOC(=O)C1CCN(C(=O)c2ccccc2NS(=O)(=O)c2cc(C)ccc2C)CC1,-5%,-5%,i,44,-3.9%,-0.4%,4%,18%,24,0.0,1.7%
COc1ccc(CN2C(=O)c3cccnc3C2=O)cc1S(=O)(=O)NC1CCCCC1,-9%,-7%,i,62,0.4%,0.1%,8%,-16%,21,2.9,0.1%
CCn1cc(CN2CCC(n3nccc3NC(=O)c3cccc(F)c3)CC2)c(C)n1,7%,-3%,i,85,-1.0%,0.4%,1%,-7%,7,-0.5,0.0%
CNC(=O)COC(=O)CCC(=O)c1ccc(Cl)cc1,2%,0%,i,46,-0.1%,0.3%,1%,7%,30,0.0,-0.2%
Cc1oc(-c2ccccc2Cl)nc1CSc1nc2c(c(=O)[nH]1)CCC2,10%,4%,i,93,0.4%,nt,-5%,-27%,37,1.3,-0.3%
CCN1C(=O)CSc2ccc(C(=O)NCCCN3CCOCC3)cc21,-29%,-2%,i,58,2.5%,0.2%,-4%,-18%,24,-0.3,-0.1%
CSc1nnc(NC(=O)c2nc(S(=O)(=O)Cc3ccc(C)cc3)ncc2Cl)s1,10%,-25%,i,52,-2.5%,3.2%,14%,14%,8,3.1,-0.1%
CC(C)(C)c1ccc(C2/C(=C(\O)c3ccc4c(c3)OCCO4)C(=O)C(=O)N2CCCN2CCOCC2)cc1 (stereo unspecified),9%,-4%,i,67,2.5%,0.2%,4%,-19%,11,0.7,0.3%
CCOC(=O)CN(C(=O)CNC(=O)c1ccco1)C(C(=O)NC1CCCCC1)c1cccc(OC)c1 (stereo unspecified),24%,-8%,i,99,-4.7%,-0.3%,2%,10%,41,-1.6,0.0%
CCOC(=O)N1CCN(C(=O)c2ccc(CS(=O)Cc3ccccc3Cl)o2)CC1 (stereo unspecified),8%,-11%,i,61,2.9%,-0.1%,-12%,-6%,14,-0.6,-0.1%
COc1cccc(-n2c(Cc3cc(=O)[nH]c(=O)[nH]3)nnc2SCC(=O)Nc2ccccc2)c1,10%,11%,i,56,-0.1%,0.1%,-9%,30%,64,0.4,-0.1%
COc1ccc(CN2C(=O)c3cccnc3C2=O)cc1S(=O)(=O)N1CCCC(C)C1 (stereo unspecified),20%,-6%,i,49,0.7%,0.7%,-2%,8%,32,1.1,0.9%
CCNC(=O)C(C)Oc1ccc(Cl)cc1Cl (stereo unspecified),8%,-12%,i,63,-3.9%,0.1%,-1%,-5%,62,-1.8,-0.1%
O=C(NNC1CC(=O)N(c2cccc(Cl)c2)C1=O)c1cccs1 (stereo unspecified),4%,3%,i,32,6.4%,-0.2%,3%,22%,34,3.3,-0.4%
CC(=O)N1CCN(S(=O)(=O)c2ccc(C)cc2)C1c1ccc(N(C)C)cc1 (stereo unspecified),3%,-2%,i,97,0.2%,0.3%,-10%,-4%,7,0.0,0.2%
CCNc1nc(Cl)nc(N(NC(C)=O)C(C)CC)n1 (stereo unspecified),10%,6%,i,72,-8.9%,-0.1%,4%,14%,24,1.1,-0.1%
N#Cc1ccccc1OCCOCCNC1CCCC1,10%,-2%,i,95,-1.8%,-0.5%,-5%,15%,44,-1.3,0.0%
c1cnc(-c2noc(CN3CCN(C4C5CC6CC(C5)CC4C6)CC3)n2)cn1 (stereo unspecified),3%,nt,i,76,nt,-0.6%,-2%,-28%[20 µM],47,1.5,-0.1%
CCOC(=O)N1CCN(C(=O)CN(c2cccc(OC)c2)S(C)(=O)=O)CC1,2%,24%,i,101,-0.8%,0.1%,-4%,8%,57,0.0,0.2%
CCOC(=O)c1cccc(NC(=O)c2cnccn2)c1,2%,9%,i,57,1.4%,-0.2%,9%,-5%,51,-0.7,0.0%
O=C(COC(=O)C1(c2ccc(F)cc2)CCCC1)NC1CC1,-11%,2%,i,73,-13%,-0.3%,0%,-58%,2,-0.1,-0.1%
O=c1[nH]c(COc2ccc(Cl)cc2Cl)nc2ccccc12,-7%,-9%,i,38,3.9%,-0.3%,14%,-24%,65,-0.7,0.3%
Cc1cc(NC(=O)c2cc(-c3ccncc3)nc3c(C)cccc23)no1,-10%,29%,i,50,-2.7%,0.3%,2%,-25%,40,3.9,0.0%
NC(=O)c1ccccc1NC(=O)Nc1cccc(Cl)c1,9%,-11%,i,59,-5.2%,-0.1%,4%,6%,49,0.0,0.6%
Nc1c(N2CCCC2)cc(Cl)c2nonc12,4%,0%,i,60,7.4%,0.2%,-2%,-70%,15,-1.4,0.1%
NC(=O)CC[C@H](NC(=O)[C@H](Cc1ccccc1)n1c(=O)[nH]c2ccccc2c1=O)C(=O)N1CCC[C@H]1C(=O)O,-12%,-1%,i,77,3.1%,-0.1%,9%,8%[20 µM],46,-0.8,0.2%
CCCCn1c(N)c(N(CC)C(=O)c2ccc3c(c2)S(=O)(=O)c2ccccc2C3=O)c(=O)[nH]c1=O,5%,7%,i,88,0.3%,-0.3%,9%,12%,26,3.0,0.3%
COc1ccccc1N1CCN(C(=O)c2oc3c(c2C)C(=O)CC(C)(C)C3)CC1,4%,3%,i,56,-1.3%,0.3%,-10%,-28%,49,-0.1,0.2%
COc1ccc(S(=O)(=O)NCCN2CCNC2=O)cc1OC,2%,-9%,i,54,-6.7%,-0.2%,2%,-1%,40,0.0,0.1%
Nc1c(Nc2ccccc2)c2ccccc2oc1=O,0%,1%,i,96,-1.0%,-0.5%,2%,18%,27,-1.4,-0.1%
CCCCN1C(=O)C(O)=C(C(C)=O)C1c1ccccc1[N+](=O)[O-] (stereo unspecified),6%,-1%,i,64,-3.2%,-0.1%,-5%,-48%[20 µM],64,-0.3,-0.1%
O=C(CCNC(=O)N1CC(=O)Nc2ccccc21)Nc1ccc(Br)cc1F,9%,-1%,i,48,1.6%,-0.3%,7%,17%,5,-0.2,-0.1%
COC(=O)c1cc(OC)c(OC)cc1NC(=O)CN1CCOCC1,2%,-7%,i,49,-2.0%,0.5%,-9%,3%,14,-0.8,-0.1%
Cc1ccc(OCC(=O)Nc2ccccc2Sc2ccccc2)c([N+](=O)[O-])n1,-2%,-6%,i,48,6.5%,-0.9%,13%,16%,8,4.8,-0.2%
Oc1ccc(N=Nc2ccc3c(c2)OCO3)c2ccccc12,4%,0%,i,63,-11%,?,8%,85%*,38,4.7,-0.1%
CC/C(=N\NC(N)=O)c1ccc(OC(F)F)cc1,10%,-5%,i,49,0.3%,0.1%,18%,0%,38,2.1,0.2%
Cc1ccc(NC(=S)NCc2ccc3c(c2)OCO3)cc1,-16%,0%,i,46,-0.9%,nt,6%,-4%,50,-0.7,-0.1%
CCOCCCNC(=S)Nc1ccc2nc(N3CCN(CC)CC3)cc(C)c2c1,1%,3%,i,73,-1.3%,-0.9%,1%,0%,21,-2.0,-0.1%
CCN(CC)c1ccc(-c2nn3c(-c4n[nH]c5c4CCC5)nnc3s2)cc1,-13%,-9%,i,42,-4.3%,-0.2%,-12%,-84%,56,17,0.2%
CC(C)(C)c1csc(NC(=O)c2ccccc2O)n1,3%,-2%,i,53,1.9%,-1.5%,-2%,-35%[20 µM],17,9.1,0.5%
CCNc1ccc(C(=O)OCC)cc1NC(=O)c1cc(S(=O)(=O)N2CCOCC2)ccc1C,14%,-11%,i,61,-2.9%,0.5%,-5%,10%,28,2.0,-0.1%
Cc1cccc(Nc2nc(N3CCCCC3)nc(N3CCCCC3)n2)c1,26%,2%,i,28,-3.0%,0.1%,-12%,22%,19,4.2,-0.4%
CC(O)c1nc2ccccc2n1Cc1nnc(-c2ccc(Cl)cc2)o1 (stereo unspecified),6%,-6%,i,86,-4.9%,-0.7%,-3%,-4%,12,-0.5,0.3%
CCN(CCCCN1C(=O)c2ccccc2C1=O)c1ccc2c(c1)C(=O)N(C)C2=O,-4%,-8%,i,44,2.0%,-0.4%,-9%,0%,9,0.5,0.3%
CCOc1cccc(/C=C(/C#N)c2nc3ccccc3[nH]2)c1OCC(=O)O,0%,2%,i,70,-2.4%,-0.3%,-4%,-27%[20 µM],58,2.1,0.0%
Cc1cc(-n2ccc(=O)[nH]c2=O)nc(-c2ccccc2)n1,-1%,-9%,i,38,8.6%,0.2%,-12%,20%,35,-0.7,0.3%
COC(=O)c1ccsc1NC(=O)C1COc2ccccc2O1 (stereo unspecified),18%,-10%,i,74,-6.1%,-0.1%,26%,22%,38,2.1,-0.1%
O=C(CNC(=O)C12CC3CC(CC(C3)C1)C2)N1CCN(S(=O)(=O)/C=C/c2ccccc2)CC1,-5%,-12%,i,45,-3.2%,-1.5%,10%,-21%,46,2.8,-0.3%
O=C(COC(=O)C1=Cc2ccccc2OC1)NCc1ccco1,1%,-2%,i,38,nt,-0.1%,7%,10%,33,2.2,-0.2%
Cc1c(Cl)c([N+](=O)[O-])nn1CCCC(=O)Nc1cc(Oc2ccccc2)cc([N+](=O)[O-])c1,21%,-1%,i,80,0.2%,-0.6%,-8%,-20%,52,17,-0.2%
Cn1c(N)c(C(=O)COC(=O)c2ccc(Cl)c(S(=O)(=O)N3CCCC3)c2)c(=O)n(C)c1=O,-1%,2%,i,68,6.4%,-0.3%,4%,-12%,15,2.3,-0.1%
